# Source: PubChem (ICCB-Longwood Screening Facility, Harvard Medical School)
# Polio RdRp inh: poliovirus RdRp elongation inhibitors, primary screen, biochemical, fluorescence polarization, total intensity. Genome polyprotein (Poliovirus type 1 (strain Mahoney)), P03300. poliovirus polymerase elongation; stronger effect = lower value. % elongation, % (compound at 16.7 µg/mL). hit rate 0.66% among 150,000; in the data active means % elongation below about 90%; further: some results filed as inactive read as strong as hits
# Target sequence (P03300 1749-2209 limits assumed): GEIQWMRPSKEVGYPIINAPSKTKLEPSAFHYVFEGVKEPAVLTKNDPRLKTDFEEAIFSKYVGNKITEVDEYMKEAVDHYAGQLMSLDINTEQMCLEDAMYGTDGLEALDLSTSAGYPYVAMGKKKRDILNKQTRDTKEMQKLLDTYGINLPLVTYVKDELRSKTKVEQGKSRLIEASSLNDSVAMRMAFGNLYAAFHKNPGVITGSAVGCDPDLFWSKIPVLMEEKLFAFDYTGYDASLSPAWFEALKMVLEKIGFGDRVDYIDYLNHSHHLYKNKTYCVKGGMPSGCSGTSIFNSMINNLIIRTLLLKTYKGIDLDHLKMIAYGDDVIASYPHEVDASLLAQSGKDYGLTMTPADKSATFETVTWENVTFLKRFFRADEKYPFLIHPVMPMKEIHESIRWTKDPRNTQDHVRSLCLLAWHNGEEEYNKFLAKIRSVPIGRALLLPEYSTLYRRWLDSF
# Polio RdRp inh FP z-score: also measured in Polio RdRp inh; calls as there; z-score; measured here: FP z-score; hits read low
# * = called active by the depositor. The list is partial, so the mix of outcomes need not match the whole.
SMILES,Polio RdRp inh,Polio RdRp inh FP z-score
O=C(NCCc1c[nH]c2ccccc12)c1ccc(Cl)c(S(=O)(=O)N2CCCC2)c1,101,-0.5
COc1ccc(-n2nnnc2-c2ccccc2)cc1,100,0.2
CCOC(=O)Oc1c(OC)cc(C(=O)OC2CC3CN4CCc5c([nH]c6cc(OC)ccc56)C4CC3C(C(=O)OC)C2OC)cc1OC (stereo not given),102,0.3
COc1ccc(CCNC(=O)c2ccc3c(c2)N(Cc2ccccc2Cl)C(=O)c2ccccc2S3)cc1OC,106,0.1
Cc1cc(C)n(CCCNC(=O)c2ccccc2CSc2ncn[nH]2)n1,98,-0.7
Cc1nnc(Sc2cc(C(=O)NCCCN3CC(C)CC(C)C3)c3ccccc3n2)s1 (stereo not given),97,-3.1
Cn1cccc1C(=O)OCc1cc(=O)n2cc(Br)ccc2n1,98,-0.8
N#Cc1c(SCC(=O)c2ccc3c(c2)OCO3)sc2c(=O)[nH]c(=O)[nH]c12,106,1.7
CN(C(=S)NCc1ccccc1)c1ccc(O)cc1,93,-1.1
CC1(C)ONC(=O)N(c2ccccc2)C1=O,93,-1.9
Cc1cccc(-c2nc3c4ccccc4nc(N4CCN(c5cc(C)ccc5C)CC4)n3n2)c1,103,-0.4
C=CCNC(=S)N/N=C1\C=C(C)CC(C)(C)C1,107,0.5
Cc1cc(=O)n2[nH]c(NC(=O)c3ccc(C(C)(C)C)cc3)nc2n1,105,1.6
CC(C(=O)NCc1ccco1)n1nc(-c2ccccc2)c2cc(Cl)ccc21 (stereo not given),101,0.5
Cc1nc2sc(C(=O)Nc3ccc(F)cc3)c(N)c2c(-c2ccc(Br)cc2)c1C(=O)Nc1ccc(Cl)cc1,106,0.2
O=C1c2ccccc2C(=O)C1C1c2ccccc2Oc2ccccc21,104,0.2
Cc1ccc(NC(=S)N(CCC#N)C2CCCCC2)cc1,105,0.3
COc1ccc(OC)c(CCNC(=O)C2=C(C)C(=O)OC23CCC(C)CC3)c1 (stereo not given),110,1.5
O=C1Nc2ccccc2OC1CC(=O)N1CCN(c2ccccc2)CC1 (stereo not given),104,0.8
COc1cc(C2C(C(=O)OC(C)C)=C(C)N=C3SCCC(=O)N32)ccc1OCc1ccccc1 (stereo not given),104,-0.1
Cc1cc(-c2csc(NC=C(C#N)C#N)n2)c(C)n1CCC(C)C,110,1.5
CN(C)c1ccc(-n2c(=O)c3cc4c(=O)n(-c5ccc(N(C)C)cc5)c(=O)c4cc3c2=O)cc1,105,0.2
CCOC(=O)c1c(NC(=O)c2ccc(S(=O)(=O)N3CCC(C)CC3)cc2)sc2c1CCN(C(C)C)C2,112,0.8
O=c1c2c(nc3cc(-c4cccc(Cl)c4)[nH]n13)CCCC2,102,0.1
CC(C)Cc1ccc(/C=C/C(=O)N2CCN(C/C=C/c3ccccc3)CC2)cc1,105,0.4
COc1ccc(Cn2c(CO)cnc2SCC(=O)NCc2ccco2)cc1,107,0.1
CC1CCN(C(=O)C2COc3ccccc3C2)CC1 (stereo not given),104,-0.5
Cc1cccc(N2CCN(CCNC(=O)CCc3nnc4n(CCCOC(C)C)c(=O)c5ccccc5n34)CC2)c1C,102,0
O=C(O)c1cccc(COc2cccc(Cl)c2)c1,99,-0.3
COc1ccc(NC(=O)CN2C(=O)COc3ccc(S(=O)(=O)Nc4ccccc4)cc32)cc1,103,-1
COCCOC(=O)C1=C(C)N=C2SCCC(=O)N2C1c1ccc(OCc2ccccc2)c(OC)c1 (stereo not given),105,-0.1
CSc1nnnn1-c1cccc2ccccc12,100,0
Cc1nc2ccc(N=Cc3ccc(Br)cc3)cc2s1,105,0.6
CCN(CC)c1ccc(Nc2nc(-c3cccs3)cs2)cc1,103,0.4
CCOC(=O)c1c(NC(=O)c2onc(C)c2Cl)sc(C)c1C,97,-0.4
O=S(=O)(Cc1ccccc1)NC(c1ccccc1)c1nnc(-c2ccccc2)o1 (stereo not given),100,0
COc1ccc(C)cc1NC(=O)CC(=O)Nc1ccc2nc3n(c(=O)c2c1)CCCCC3,109,0.7
CC(C)CCCNc1nc(N2CCOCC2)nc(N2CCOCC2)n1,101,0.2
CCc1cc(C(=O)O)on1,104,1.2
CNC(=O)c1ccccc1-c1nc(-c2ccc(Cl)cc2)no1,100,-1.1
O=C1NC(=Nc2ccccc2)/C(=C/c2cccs2)S1,92,-2
Cn1c(O)c(N=O)c2ccccc21,104,0.5
CCSc1nnc(C2CCCN(S(C)(=O)=O)C2)n1C(C)C (stereo not given),105,1.1
Cc1cc(C(=O)N(C)CC(=O)Nc2ccccc2C(F)(F)F)c(C)o1,105,0.5
Cc1cc(C(=O)COc2ncnc3sccc23)c(C)n1C,103,-0.2
C=CCN1C(=O)NC(=O)C(CCc2ccccn2)(CCc2ccccn2)C1=O,104,2
CC(C)(C)c1csc(-c2ccc(-c3ccccn3)s2)n1,107,1.7
COc1ccc2c(C)c(CC(=O)O)c(=O)oc2c1,100,-0.1
COC(=O)C1CCN(C(=O)CSc2nnc3n(-c4c(C)cccc4C)c(=O)c4ccccc4n23)CC1,104,0
Cc1ccc(-c2onc(C)c2C)cc1S(=O)(=O)N1CCN(c2ccccc2F)CC1,107,0
Cc1ccc(C(O)C(=O)c2ccccc2)o1 (stereo not given),102,0.1
CC1=C(C(=O)Nc2ccccc2)C(c2ccc(C(=O)O)cc2)n2nc(SCC(=O)c3ccc(C)cc3)nc2N1 (stereo not given),108,0.3
CCCCCCSc1nnc2c(n1)OC(C)Nc1ccc(Br)cc1-2 (stereo not given),110,1.3
O=c1cc(-c2ccccc2)nc(SCc2nc(-c3ccccc3Cl)no2)[nH]1,106,-0.2
O=C(NCc1nc(-c2ccccc2)no1)c1ccco1,106,-0.3
CC1(C)C2CC=C(/C=N/NC(=O)c3ccc(O)cc3)C1C2 (stereo not given),107,0.5
Cc1cc(=O)n2[nH]cc(C(=O)O)c2n1,101,-0.8
CCOc1ccc(N=C(N)N=C(N)N)cc1,103,1.2
NS(=O)(=O)c1ccc(-c2ccc(C3Nc4ccccc4-c4nc5ccccc5n43)o2)cc1 (stereo not given),99,-0.6
COc1cc(C#N)ccc1OC(=O)C(CCSC)N1C(=O)c2ccccc2C1=O (stereo not given),101,-0.4

# The last 2 entries of the section above lead into the next.
SMILES,Polio RdRp inh,Polio RdRp inh FP z-score
NS(=O)(=O)c1ccc(-c2ccc(C3Nc4ccccc4-c4nc5ccccc5n43)o2)cc1 (stereo not given),99,-0.6
COc1cc(C#N)ccc1OC(=O)C(CCSC)N1C(=O)c2ccccc2C1=O (stereo not given),101,-0.4
CN1CCCC1c1ccc(N)nc1 (stereo not given),102,0
CC1CCN(c2nc3c(S(=O)(=O)c4cccc(Cl)c4)nnn3c3ccsc23)CC1,97,-1.2
Cc1ccc(-n2c(SCc3cccc(C(F)(F)F)c3)nnc2-c2ccncc2)cc1,98,-0.5
CCN(CC)Cc1c(O)ccc2c(=O)c(-c3ccccc3OC)coc12,105,0.8
CC(C)N(CC(=O)N1c2ccccc2CC1C)Cc1ccccc1 (stereo not given),102,-0.2
COc1ccc(NC(=O)Cn2c(=O)oc3cc(S(=O)(=O)N4CCCCCC4)ccc32)cc1OC,106,0.5
Cc1ccccc1CN1CCCN(Cc2ccccc2)S1(=O)=O,103,0.1
O=C1/C(=C\c2ccc(N3CCOCC3)cc2)N2CCC1CC2,103,0.6
CCN(C(=O)CC(C)C)c1nnc(-c2ccccc2C)s1,97,-1.5
Cc1nc(C)c(C(=O)NCCc2nc3ccccc3[nH]2)s1,100,-0.9
COc1ccc(-c2cc(C)no2)cc1S(=O)(=O)NCc1ccc(OC(C)C)cc1,101,-1.2
O=C(O)Sc1nnc(CCCO)n1-c1ccccc1,90,-1.1
FC(F)(F)c1ccc(CSc2ncnc3c2oc2ccccc23)cc1,98,-1.8
Cc1oc2c(c1C(=O)NCc1ccccn1)C(=O)c1ccccc1C2=O,99,-0.5
CCOC(=O)N1CCN(C2CCN(CC)CC2)CC1,100,-0.2
COc1ccc2nc(C)cc(Oc3ccc4c(c3)OCO4)c2c1,100,-0.6
CCOc1cccc(C(=O)Nc2ccc(Cl)cn2)c1,102,0.4
CCOc1ccc(S(=O)(=O)NCCC(=O)N=c2sc3ccccc3n2C)cc1,105,0.1
N#Cc1nc(Cc2ccccc2)oc1NCc1ccco1,100,-0.5
CCSc1nnnn1-c1ccccc1,98,-0.5
CCN(CCN(C)C)C(=O)c1cc2c(s1)-c1c(C)cccc1OC2,100,-0.3
COc1ccc2nc(NC(=O)c3nc(SCc4ccc(F)cc4)ncc3Cl)sc2c1,114,1.2
O=C(O)C1CCC(c2ccccc2)CC1 (stereo not given),101,-0.3
Nc1c2c(nc3cccc(F)c13)OCCC2,102,0.2
O=C(C1CCCO1)N1CCN(Cc2ccccc2F)CC1 (stereo not given),103,0.6
CCn1cnc2c1c(=O)n(CC(=O)O)c(=O)n2Cc1ccccc1,110,1.3
O=C(OCc1ccccc1)c1ccc(-c2nnn(Cc3ccccc3F)n2)cc1,106,0.4
CCCCN(C)C(=O)Cn1cc2c(n1)CCCCC2,104,0.4
c1ccc(Nc2ncnc3cc(-c4ccccc4)sc23)cc1,102,-0.1
CC1CCCCN1S(=O)(=O)c1ccc(C(=O)Nc2ccc3c(c2)C(=O)NC3=O)cc1 (stereo not given),101,-0.2
CSC1(N2CCc3ccccc3C2)NN=C(C)C(=O)N1 (stereo not given),102,0.1
O=C(COc1ncnc2sccc12)NCc1ccccc1,107,0.4
CC(C)c1cc(C(=O)O)nc2ncnn12,102,-0.1
C=CCC1C=C(C=C)CC(CC=C)N1 (stereo not given),105,0.9
COc1ccc(-c2nnn(CC(=O)Nc3sc4c(c3C#N)CCCC4)n2)cc1,103,0.3
COc1ccc(S(=O)(=O)CC(C)(O)CS(=O)(=O)c2ccc(OC)cc2)cc1,95,-1.3
COc1cccc(C(=O)Nc2ccc(NC(=O)c3ccc(C(C)(C)C)cc3)cc2)c1,101,-0.3
O=C(CCS(=O)(=O)c1ccc(Br)s1)Nc1cccc(C(F)(F)F)c1,102,0.2
O=C(O)c1[nH]c2ccccc2c1CNCc1ccccc1,104,1.4
O=C(O)CSc1ccccc1,102,-0.2
CC(C)CNS(=O)(=O)c1ccc(CCC(=O)NCc2ccncc2)cc1,102,0.4
CCN(C(=O)CSc1ccc(Cl)cc1)C1CCCCC1,99,-0.7
O=C(CSc1nnc(-c2ccoc2)c(-c2ccoc2)n1)c1ccc(N2CCCC2=O)cc1,97,-2.3
O=C(Nc1ncn[nH]1)c1ccccc1CCc1ccccc1,103,0.7
COc1ccc(CNC(=O)C(CC(C)C)N2Cc3ccccc3C2=O)cc1 (stereo not given),100,-1.9
CCOC(=O)N1CCC(NC(=O)Cn2c(=O)oc3ccccc32)CC1,100,-0.4
COc1cccc(CNC(=O)c2sc3nc(C)cc(C)c3c2-n2cccc2)c1OC,103,-0.9
CCCn1c2ccccc2c2cnn(CC(=O)NCCCN3CCCC(C)C3)c(=O)c21 (stereo not given),104,0.9
CCn1c(=O)cc(OCC(=O)NC2CCCC(C)C2C)c2ccccc21 (stereo not given),99,-0.9
O=S(=O)(c1ccc(Cl)cc1)n1ccc(C(F)(F)F)n1,100,-0.5
O=S(=O)(c1ccc(Br)cc1)N1CCCc2ccccc21,103,-0.1
O=C(COc1ccc2oc3ccccc3c2c1)NCc1ccc2c(c1)OCO2,105,0.4
COc1ccc(C)cc1NC(=O)COC(=O)c1sc2nc(C)[nH]c(=O)c2c1C,104,0.2
Cc1ccc(NS(=O)(=O)c2ccc3[nH]c(=O)oc3c2)c(C)c1,107,0.4
CN(Cc1ccccc1)C(=O)c1cccc(NC(=O)c2nsc3ccccc23)c1,111,0.9
COc1ccc2nc(NN=c3c(=O)c4ccccc4c3=O)sc2c1,102,0.1
Cc1ccc(-c2cc(C(=O)N3CCCC3)[nH]n2)cc1C,101,-0.2
O=C(NC1CCCCC1)c1ccc(Cn2cc(Br)cn2)o1,100,-0.2
COc1ccccc1N1CCN(S(=O)(=O)CCNC(=O)COc2ccccc2F)CC1,111,0.8
CCOc1ccc2oc(C(C)(C)C)c(C(=O)OC)c2c1,100,-0.1

# Shown with bars between the fields: 18 of the compounds above
SMILES | Polio RdRp inh | Polio RdRp inh FP z-score
O=C(CSc1nnc(-c2ccoc2)c(-c2ccoc2)n1)c1ccc(N2CCCC2=O)cc1 | 97 | -2.3
O=C(Nc1ncn[nH]1)c1ccccc1CCc1ccccc1 | 103 | 0.7
COc1ccc(CNC(=O)C(CC(C)C)N2Cc3ccccc3C2=O)cc1 (stereo not given) | 100 | -1.9
CCOC(=O)N1CCC(NC(=O)Cn2c(=O)oc3ccccc32)CC1 | 100 | -0.4
COc1cccc(CNC(=O)c2sc3nc(C)cc(C)c3c2-n2cccc2)c1OC | 103 | -0.9
CCCn1c2ccccc2c2cnn(CC(=O)NCCCN3CCCC(C)C3)c(=O)c21 (stereo not given) | 104 | 0.9
CCn1c(=O)cc(OCC(=O)NC2CCCC(C)C2C)c2ccccc21 (stereo not given) | 99 | -0.9
O=S(=O)(c1ccc(Cl)cc1)n1ccc(C(F)(F)F)n1 | 100 | -0.5
O=S(=O)(c1ccc(Br)cc1)N1CCCc2ccccc21 | 103 | -0.1
O=C(COc1ccc2oc3ccccc3c2c1)NCc1ccc2c(c1)OCO2 | 105 | 0.4
COc1ccc(C)cc1NC(=O)COC(=O)c1sc2nc(C)[nH]c(=O)c2c1C | 104 | 0.2
Cc1ccc(NS(=O)(=O)c2ccc3[nH]c(=O)oc3c2)c(C)c1 | 107 | 0.4
CN(Cc1ccccc1)C(=O)c1cccc(NC(=O)c2nsc3ccccc23)c1 | 111 | 0.9
COc1ccc2nc(NN=c3c(=O)c4ccccc4c3=O)sc2c1 | 102 | 0.1
Cc1ccc(-c2cc(C(=O)N3CCCC3)[nH]n2)cc1C | 101 | -0.2
O=C(NC1CCCCC1)c1ccc(Cn2cc(Br)cn2)o1 | 100 | -0.2
COc1ccccc1N1CCN(S(=O)(=O)CCNC(=O)COc2ccccc2F)CC1 | 111 | 0.8
CCOc1ccc2oc(C(C)(C)C)c(C(=O)OC)c2c1 | 100 | -0.1
